West Nile virus CPE: West Nile virus antiviral activity, cell-based, CPE readout (AID 1621); West Nile virus-infected cells, CPE inhibition; higher % means a stronger effect; one-dose CPE inhibition, % at 10 µM; IC50 in µM for titrated hits; 0.02% of 290,000 active; in the data active = a potency from the dose series; inconclusive = CPE inhibition mostly from about 3.7% at the one dose, without a potency; inactive = the rest, 99 in 100 with CPE inhibition below about 2.2%; also: strong numbers were not always called active
SIAH1 antagonists: blockers of Siah-1 interaction with plectin peptide – biochemical, fluorescence polarization, rhodamine-plectin, uHTS, primary screen (AID 1817). Siah-1 / rhodamine-plectin peptide fluorescence polarization; higher % means a stronger effect. one-dose displacement, % at 20 µM; IC50 in µM for titrated hits. 0.02% of 290,000 active;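 active = displacement of at least 50% at 20 µM, with a fluorescence ratio check between 0.3 and a set limit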;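 also: plate controls were Siah plus tracer with DMSO for no effect and tracer alone without Siah for full effect; strong numbers were not always called active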
PhoP inhibition: PhoP-dependent GFP reporter repression – Salmonella Typhimurium, primary screen (AID 1863); S. Typhimurium PhoP-regulated promoter GFP reporter, 4 h; higher % means a stronger effect; one-dose inhibition, % at 50 µM; IC50 in µM for titrated hits; 0.16% of 300,000 active;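 active = inhibition over 29.93%, a cutoff 3 SD above the screen mean, later confirmed by dose response; inconclusive = inhibition over 29.93% but no dose response follow-up; inactive = inhibition at most 29.93% or unconfirmed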;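 also: 0% = low Mg2+ inducing control and 100% = high Mg2+ repressing control; strong numbers were not always called active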
Numbers without * were called inactive; ? = inconclusive. This is a subset. The share of hits here may be higher or lower than overall.

SMILES | West Nile virus CPE | SIAH1 antagonists | PhoP inhibition
Cc1ccc(Cn2nnc3c(=O)[nH]c(C4CCN(S(=O)(=O)/C=C/c5ccccc5)CC4)nc32)cc1 | -0.7% | 6% | 2%
CCN(CC(=O)Nc1ccc(NC(C)=O)cc1)C(=O)C1COc2ccccc2O1 (stereo not given) | -0.2% | 16% | -2%
CCCN1CCN(C(=O)c2oc3c(Cl)cccc3c2C)CC1 | -0.5% | 3% | 0%
Cc1c(NC(=O)c2cc(-c3ccc(F)cc3)on2)c(=O)n(-c2ccccc2)n1C | -0.2% | -2% | -2%
CCCc1cc(C(=O)Nc2cccc(Cl)c2C)no1 | -0.5% | -9% | 5%
COc1ccc(-c2csc3ncnc(N4CCN(c5cccc(C)c5C)CC4)c23)cc1 | 0.7% | -8% | 4%
c1ccc(C2CSc3ccccc3N2)cc1 (stereo not given) | 0.2% | -1% | 8%
COc1cccc(N=Cc2c(O)c3ccccc3oc2=O)c1 | -0.3% | 4% | -8%
COc1ccc(CNC(=O)c2ccccc2NC(=O)C2=CSCCO2)c(OC)c1 | 0.2% | 4% | -4%
CCCNC(=S)NNC(=O)c1cc(-c2cccnc2)nc2ccccc12 | 0.0% | 2% | -1%
Cc1ccccc1OC(C)C(=O)Nc1ccc2c(c1)OCO2 (stereo not given) | 0.0% | -2% | 1%
O=c1c2ccccc2[nH]c(=S)n1CCN1CCCCC1 | -0.8% | -1% | 7%
S=C(NCc1ccccc1)NCc1ccco1 | 1.0% | -1% | 5%
CCn1c(CC(=O)Nc2ccccc2F)nnc1SCC(=O)N1CCOCC1 | -0.1% | 8% | 2%
O=S(=O)(NCc1ccc(Cl)cc1)NCc1ccc(Cl)cc1 | -0.1% | 8% | 1%
CN(Cc1cnn(C)c1)C(=O)C1CCC(=O)N(Cc2cccc(C(F)(F)F)c2)C1 (stereo not given) | -0.3% | 4% | -3%
Cc1cc(C)n2nc(CC(=O)NNC(=O)COc3cccc(C)c3C)nc2n1 | 0.2% | 5% | -3%
COc1ccc(S(=O)(=O)N2CCN(C(=O)COc3ccc(C)c(C)c3)CC2)cc1OC | -1.6% | -4% | -1%
Cc1nn(C)cc1S(=O)(=O)N1CCN(c2cccc(Cl)c2)CC1 | -0.8% | -1% | -3%
Cc1ccc(N2CCN(C(=O)C3CCC(=O)N(Cc4ccc(Cl)cc4)C3)CC2)c(C)c1 (stereo not given) | -1.5% | -3% | 2%
COc1ccc(CNC(=O)C2CCN(S(=O)(=O)c3c(C)noc3/C=C/N(C)C)CC2)cc1 | -0.6% | -4% | 11%
COC(CN(C)C(=O)c1cn(C)c2ccc(S(=O)(=O)N(C)C3CCCCC3)cc2c1=O)OC | 0.4% | 12% | -10%
COc1cc(/C=N/NC(=O)CNC(=O)c2ccncc2)ccc1OC(C)=O | 0.5% | 9% | 4%
CCC(Oc1ccc(Br)cc1Cl)C(=O)Nc1nnc(C2CC2)s1 (stereo not given) | -0.2% | 4% | -2%
CCCn1cnc2c(oc3ccccc32)c1=O | -0.6% | 2% | 10%
(list continues)
SMILES | West Nile virus CPE | SIAH1 antagonists | PhoP inhibition
Cc1cc(C)c(C)c(S(=O)(=O)NCc2ccncc2)c1C | -1.2% | 7% | -2%
COCC1CCN(C(=O)C2CCC(=O)N(CCc3cccc(F)c3)C2)CC1 (stereo not given) | 1.0% | 10% | 4%
CCOc1ccc(C(=O)NC2CC3CCCC(C2)N3Cc2ccccc2)cc1 (stereo not given) | -1.0% | -3% | -1%
Cc1ccccc1NC(=O)c1ccc2c(c1)C(=O)N(CC(C)C)C2=O | 0.1% | 2% | 0%
COc1ccc(-n2c3c(cc(C(=O)NCC(=O)c4ccccc4)c2=O)C(=O)CC(C)(C)C3)cc1 | 0.4% | -3% | 0%
COc1ccc(S(=O)(=O)NC2CCCCCC2)c(OC)c1 | -0.9% | 0% | -4%
COc1ccc(/C=N/Nc2nc(C)cc(=O)[nH]2)cc1OC | -1.2% | 0% | -4%
Fc1ccc(CN2CCN(C(c3ccccc3)c3ccccc3)CC2)cc1 | -0.7% | 5% | -2%
N/C(=N\N=C/c1ccc(F)cc1)N/N=C\c1ccc(F)cc1 | -2.1% | -1% | 24%
Cc1[nH]c(C)c(S(=O)(=O)N2CCCCC2C)c1C(=O)N1CCCC1 (stereo not given) | -0.2% | -3% | 1%
CCC(OC(=O)c1ccco1)C(=O)NC1CCCC1 (stereo not given) | -0.3% | -2% | 2%
COc1ccc(CCN2CCCC(CN(C)Cc3cc(OC)ccc3OC)C2)cc1 (stereo not given) | 0.3% | 3% | -6%
COc1ccc(CCN2C(=O)N[C@@H](C(C)C)C2=O)cc1 | -0.2% | 2% | 7%
CC(Oc1ccc2c3c(c(=O)oc2c1)CCC3)C(=O)NCc1cccnc1 (stereo not given) | -0.7% | 2% | -5%
Fc1cccc(-c2n[nH]c(=S)n2-c2ccccc2)c1 | 0.4% | -2% | 8%
COc1cccc(/C=N/NC(=O)c2cccc(N3CCCC3=O)c2)c1 | -0.5% | 4% | -8%
CN(c1ccccc1)S(=O)(=O)c1ccc(C(=O)NCCc2ccc(F)cc2)cc1 | -0.5% | 2% | 2%
CN(CC(=O)Nc1ccc(F)c(Cl)c1)S(=O)(=O)c1ccc2c(c1)n(C)c(=O)c(=O)n2C | 0.6% | 3% | -3%
Cc1ccc(S(=O)(=O)NCc2ccc(C(=O)NC3CCC(C)CC3)cc2)cc1 (stereo not given) | -0.3% | 2% | -2%
Cc1ccccc1C(=O)Nc1ccc(CN2CCOCC2)cc1 | 1.1% | -1% | 1%
COCCNC(=O)CN1C(=O)/C(=C/c2ccccc2)Oc2ccc(C(C)(C)C)cc21 | -1.2% | 0% | 2%
COc1cc2c(cc1OC)CN(CC(=O)Nc1ccc(Cl)cc1Cl)CC2 | -0.7% | -6% | 1%
Nc1[nH]ncc1S(=O)(=O)c1ccccc1 | -0.5% | 10% | 21%
CC(C)[C@H](NC(=O)[C@@H]1Cc2ccccc2CN1)C(=O)Nc1ccc2c(c1)OCO2 | -0.5% | -6% | -1%
CCOc1ccc(C(=O)N2CCC3(CC2)NCCc2[nH]cnc23)cc1 | 0.0% | -4% | 8%
Next results follow:
SMILES | West Nile virus CPE | SIAH1 antagonists | PhoP inhibition
Cc1c(C)c2ccc(OCC(=O)NCCN3CCOCC3)cc2oc1=O | -0.5% | 0% | -2%
CCCc1cc(CNC(=O)C2CCC(=O)N(Cc3ccccc3OC)C2)on1 (stereo not given) | -0.4% | -1% | -1%
N#CCCc1cccc(CCC#N)c1 | -0.1% | 15% | 3%
O=C(O)c1ccc(Cl)c(S(=O)(=O)N2CCC(Cc3ccccc3)CC2)c1 | -0.3% | -1% | -5%
CC(=O)N1CCSc2ccc(S(=O)(=O)Nc3cccc(C)c3)cc21 | -0.7% | 3% | 14%
Cn1nnnc1SCC(=O)Nc1nc(-c2ccc(F)c(F)c2)cs1 | 0.3% | 1% | -4%
NC(=O)c1cnn2c(-c3ccc(Cl)cc3Cl)ccnc12 | -0.2% | -1% | 20%
O=C(CSc1nc(O)c(C2CCCCC2)c(=O)[nH]1)Nc1ccccc1Cl | -0.9% | 4% | -1%
COc1ccc(C(=O)C(O)C(c2ccc(C)cc2)N2CCOCC2)cc1OC (stereo not given) | -0.1% | 3% | 1%
COc1ccc(-c2ccnc3[nH]n(-c4ccccc4)c(=O)c23)cc1 | -0.8% | 2% | -1%
CC(Oc1ccc2cc(-c3ccccc3)c(=O)oc2c1)C(=O)NCC1CCC(C(=O)O)CC1 (stereo not given) | -0.1% | 4% | 3%
CCc1ccc(NC(=O)c2cnc(SC)nc2C)cc1 | -0.5% | 0% | 0%
CCc1cccc(NC(=O)CCCN2C(=O)C(c3ccccc3)Oc3cccnc32)c1 (stereo not given) | 0.1% | 0% | -5%
COC(=O)c1cc(S(=O)(=O)N2CCN(C(=O)c3ccco3)CC2)cn1C | -0.1% | 2% | -5%
Cc1ccnc(NS(=O)(=O)c2ccc(NC(=O)Cc3ccc(Cl)cc3)cc2)n1 | -0.3% | 14% | 6%
COc1cc(/C=C2\CCn3c2nc2cc(C(=O)O)ccc2c3=O)ccc1OC(F)F | 0.2% | 6% | 1%
CC(O)c1nc2ccccc2n1C(C)c1ccccc1 (stereo not given) | -0.8% | 2% | -7%
COc1ccc(CCNC(=O)C2CCC(=O)N2Cc2ccccc2Cl)cc1OC (stereo not given) | -0.5% | -4% | 3%
O=C(O)c1ccc(Cn2cc(/C=C\[N+](=O)[O-])c3ccccc32)o1 | 0.0% | 2% | 1%
Cc1ccc(N(CC#N)C(=O)CS(=O)(=O)c2cccc([N+](=O)[O-])c2)cc1 | -0.7% | 0% | 22%
CCc1ccc(OCC(=O)NNC(=O)c2cnccn2)c(Br)c1 | -0.3% | 0% | -5%
Cc1ccc(CN2C(=O)CSC(C)C2=O)cc1 (stereo not given) | 0.3% | -2% | 1%
CC(OC(=O)/C(C#N)=C/c1ccc(N(C)C)cc1)C(=O)N(C)Cc1ccccc1 (stereo not given) | 0.1% | 23% | -16%
COCCN1CCN(C(=O)C2CCC(=O)N(CCc3ccccc3)C2)CC1 (stereo not given) | 0.2% | -3% | -7%
CCc1nnc(NC(=O)C2CCN(C(=O)c3ccco3)CC2)s1 | -0.5% | 2% | 4%
Other results
SMILES | West Nile virus CPE | SIAH1 antagonists | PhoP inhibition
O=S(=O)(c1ccc(Cl)cc1)N1CCN(CCc2ccccc2)CC1 | 0.1% | -5% | 4%
Brc1cccc(-c2nc3cccnc3nc2-c2cccc(Br)c2)c1 | -1.0% | 2% | -3%
Cc1cc(C)c(S(=O)(=O)NCc2cccs2)cc1C | -0.8% | 0% | -2%
CC(C)(C)c1ccc(-c2noc(CNC(=O)c3ccco3)n2)cc1 | -1.1% | -1% | 16%
COc1ccc(N(CC(=O)NC(C)(C)C)C(=O)CCC(=O)Nc2nccs2)c(OC)c1 | -1.2% | -4% | -3%
CCc1cc(=O)oc2cc(C)cc(OC(C)C(=O)NCCN3CCOCC3)c12 (stereo not given) | 0.4% | -5% | 6%
O=C(NCCCNC(=O)c1ccco1)c1ccc(Cl)cc1 | 0.2% | 4% | -2%
O=C(CNC(=O)[C@@H]1Cc2ccccc2CN1)NC1CCCCC1 | -0.1% | -1% | 1%
COCCN(Cc1cc2cc(C)ccc2[nH]c1=O)S(=O)(=O)c1ccc(Cl)cc1 | -0.4% | 16% | -10%
Cc1ccccc1C(=O)Nc1ccccc1N1CCN(C(=O)c2ccccc2)CC1 | -0.7% | 2% | 7%
COC(=O)CCC(=O)NC1CC(C)(C)Cc2c1cnn2-c1ccccc1 (stereo not given) | -0.8% | 0% | 19%
O=c1oc2cc(O)ccc2cc1S(=O)(=O)c1ccccc1 | 1.0% | 0% | -2%
COc1ccc(NC(=O)NC2CCCc3ccccc32)c(OC)c1 (stereo not given) | -0.2% | 2% | -4%
COc1ccc(Br)cc1S(=O)(=O)N1CCN=C1c1ccccc1 | -0.6% | -2% | -1%
COc1ccc(CCNS(=O)(=O)c2ccc(-n3cnnn3)cc2)cc1OC | -0.5% | 5% | -4%
CC(=O)N1N=C(c2ccccc2)CC1c1ccc(F)cc1 (stereo not given) | -0.4% | 1% | -5%
CCOc1ccc(/C=C/c2nc(C#N)c(NCCCN(C)C)o2)cc1 | 68% | 1% | -5%
Cc1ccc2[nH]c(C(=O)N3CCCC(Nc4ccc(F)cc4)C3)cc2c1 (stereo not given) | 0.2% | -6% | -2%
Cc1ccc(C(C)NC(=O)c2ccncc2)c(C)c1 (stereo not given) | -1.7% | 12% | 0%
CCOC(=O)CNC(=O)CSc1nnc(NC(=O)c2ccc(S(=O)(=O)N3CCOCC3)cc2)s1 | -0.1% | 0% | 4%
COc1ccc(OC)c(CCNC(=O)C2CCN(c3ncnc4c3nc3n4CCCCC3)CC2)c1 | 0.4% | 0% | 4%
CN(CC(=O)Nc1ccc(Cl)cc1)C(=O)Cc1c(F)cccc1Cl | -0.6% | 6% | -6%
CC1=NOC(=O)/C1=C/c1ccc(O)c(Br)c1 | -0.4% | 0% | 15%
COc1cc(C(=O)Nc2nnc(SCC(=O)NCC3CCCO3)s2)cc(OC)c1OC (stereo not given) | -0.1% | 2% | 5%
Cc1ccc(OCCNC(=O)c2ccc(C)cc2)cc1 | ? | 1% | 8%

High-throughput results from PubChem.
